Eya2 phos inh – qHTS Assay for Inhibitors of the Phosphatase Activity of Eya2 | Protein phosphatase EYA2 (Homo sapiens), O00167 | recombinant Eya2, OMFP fluorescence dephosphorylation (OMFP is methylfluorescein phosphate) | Potency, µM (doses to about 76.9 µM), for the others: top-dose activity, negative = inhibition, hits mostly inhibitors | 0.006% of 330,000 active; note: potency is the fitted concentration of half-maximal effect; % is set by controls: 0 for no effect and ±100 for the full control effect
Target sequence (O00167 whole entry, looked up): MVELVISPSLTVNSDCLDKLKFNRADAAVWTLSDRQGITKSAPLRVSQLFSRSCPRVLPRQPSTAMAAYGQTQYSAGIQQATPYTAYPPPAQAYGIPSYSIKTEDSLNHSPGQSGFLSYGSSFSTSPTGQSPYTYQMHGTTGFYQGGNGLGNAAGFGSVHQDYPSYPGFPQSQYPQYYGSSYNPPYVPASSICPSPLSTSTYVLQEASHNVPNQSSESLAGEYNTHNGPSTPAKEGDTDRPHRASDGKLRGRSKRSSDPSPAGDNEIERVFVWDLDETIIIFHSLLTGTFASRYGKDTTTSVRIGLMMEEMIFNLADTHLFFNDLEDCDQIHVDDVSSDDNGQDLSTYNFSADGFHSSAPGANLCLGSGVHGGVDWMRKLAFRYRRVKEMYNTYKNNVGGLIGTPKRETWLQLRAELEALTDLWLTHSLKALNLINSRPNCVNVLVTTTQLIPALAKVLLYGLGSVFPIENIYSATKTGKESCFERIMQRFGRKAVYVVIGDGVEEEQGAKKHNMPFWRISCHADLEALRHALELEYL
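Eya2 (0.2 uM) preincubated 10 min at ambient with compound, then OMFP substrate added at 50 uM; 10 min reaction in 50 mM HEPES pH 7.5, 50 mM NaCl, 5 uM MgCl2, 0.05% BSA, 1 mM DTT. Fluorescence read at Ex 485/Em 525 nm.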
Mito fusion yeast – qHTS Assay for Small Molecule Inhibitors of Mitochondrial Division or Activators of Mitochondrial Fusion; S. cerevisiae fusion-defective mutant growth rescue, CellTiterGlo 48 h; 0.23% of 320,000 active; Potency, µM (titrated, usually from 46.1 µM), for the others: top-dose growth rescue (activation), usual class: activators; AID 485298, 2010;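 note: potency is the fitted concentration of half-maximal effect; % of control where 0% means no effect; nearly all actives have a fitted effect of over 45% in size; temperature-sensitive fusion mutants such as fzo1-1 at 37 °C on non-fermentable ethanol glycerol medium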
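Temperature-sensitive fusion-defective S. cerevisiae (e.g. fzo1-1, mgm1-5) were grown with compound in YPEG medium (3% ethanol, 3% glycerol) for 48 hours at 37C. Growth rescue was measured as viability by CellTiterGlo luminescence after 10 minutes at ambient.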
TSG101-PTAP inh – qHTS Assay for Iinhibitors of HIV-1 Budding by Blocking the Interaction of PTAP/TSG101; 340,000 tested, under 10 active; Fluorescence polarization, FITC-PTAP peptide / Tsg101 binding; Potency, µM (highest dose often 115 µM), without a hit: at the top dose activity change, negative = inhibition, actives largely listed as inhibitors; AID 493005, 2010; Tumor susceptibility gene 101 protein (Homo sapiens), Q99816; active = well fitted inhibition curve with a large enough effect in the main read-out, with a control signal flat, not every such curve was filed as active; inconclusive = small, poorly fitted or top-dose-only effect, or effect the other way, or a change in a side signal; inactive = no such curve, though single readings can be large or run the other way; note: potency is the fitted concentration of half-maximal effect; % of control where 0% means no effect
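Tsg101 binding domain (10 uM final) was mixed with compound and a FITC-labeled PTAP peptide (50 nM final) in HEPES pH 7.5 buffer with NaCl, Tween 20, EDTA and TCEP; fluorescence polarization was read after 20 min at r.t.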
TCR act – Activators of T cell receptors: qHTS campaign; primary human leukocytes, anti-CD3, IL-2 HTRF, 48 h; Potency, µM (doses to about 9.22 µM), for the others: at the highest dose activation of IL-2 secretion, usual class: activators; 330,000 tested, under 10 active; AID 504894, 2011; note: % of control where 0% means no effect
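48 hr co-incubation of compounds, a-CD3 beads and primary human leukocytes; IL-2 quantified homogeneously by HTRF with anti-IL-2 K and d2 conjugates.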
Tb PFK inh – qHTS Assay to Find Inhibitors of T. brucei phosphofructokinase; ATP-dependent 6-phosphofructokinase (Trypanosoma brucei brucei), O15648; T. brucei PFK, ADP-Glo luminescence; Potency, µM (highest dose often 57.5 µM), for the others: at the highest dose activity, negative = inhibition, usual class: inhibitors; 0.17% of 330,000 active; AID 485367, 2010;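 note: potency is the fitted concentration of half-maximal effect; 0% = uninhibited 1x PFK enzyme wells and -100% = no-enzyme wells; nearly all actives have a fitted effect of over 60% in size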
Target sequence (O15648 whole entry, looked up): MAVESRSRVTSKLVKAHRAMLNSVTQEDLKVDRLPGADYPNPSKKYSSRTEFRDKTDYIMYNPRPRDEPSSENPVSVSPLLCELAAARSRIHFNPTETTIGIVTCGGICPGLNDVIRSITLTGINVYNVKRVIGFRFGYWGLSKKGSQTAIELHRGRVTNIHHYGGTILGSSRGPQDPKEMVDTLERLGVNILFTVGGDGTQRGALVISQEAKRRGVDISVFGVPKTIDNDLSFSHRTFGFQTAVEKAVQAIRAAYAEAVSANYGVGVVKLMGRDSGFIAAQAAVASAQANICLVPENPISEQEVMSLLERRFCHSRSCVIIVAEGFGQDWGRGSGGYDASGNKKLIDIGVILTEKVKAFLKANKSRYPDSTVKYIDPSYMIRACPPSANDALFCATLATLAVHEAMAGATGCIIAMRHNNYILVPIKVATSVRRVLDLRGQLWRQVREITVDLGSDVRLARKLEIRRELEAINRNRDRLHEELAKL
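Luminescent ADP detection (ADP-Glo, two-step: ATP depletion then ADP-to-ATP conversion for luciferase) reported PFK activity after 45 min room-temperature reaction of 1.25 nM enzyme with 0.5 mM F6P and 0.1 mM ATP at pH 8.0.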
B2AR arrestin – qHTS assay of beta-arrestin-biased ligands of beta2-adrenergic receptor. beta-arrestin recruitment to beta2AR, cell-based reporter. Beta-2 adrenergic receptor (Homo sapiens), P07550. 0.02% of 330,000 active. Potency, µM (doses to about 46.1 µM), inactives show top-dose activation, hits mostly activators;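 note: potency is the fitted concentration of half-maximal effect; 0% = DMSO controls and full agonism = EC100 isoproterenol or metaproterenol; nearly all actives have a fitted effect of over 65% in size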
uPA surface inh – qHTS for Inhibitors of Cell Surface uPA Generation | Potency, µM (titrated, usually from 38.3 µM), inactives show at the top dose activity change, negative = inhibition, actives largely listed as inhibitors | cell surface uPA generation assay, qHTS | 0.31% of 330,000 active; active = well fitted inhibition curve with a large enough effect; inconclusive = small, poorly fitted or top-dose-only effect; inactive = no such curve, though single readings can be large or run the other way; tested in mouse RAW 264.7 cells; note: potency is the fitted concentration of half-maximal effect; % is set by controls: 0 for no effect and ±100 for the full control effect; nearly all actives have a fitted effect of over 55% in size
USP2a inh – qHTS Assay for Inhibitors of Ubiquitin-specific Protease USP2a Using CHOP2 as the Reporter; USP2 core, Ub-CHOP2 coupled fluorogenic reporter, 485/531; Potency, µM (top dose mostly 38.3 µM), inactives show at the top dose activity change, negative = inhibition, actives largely listed as inhibitors; 0.01% of 330,000 active; Ubiquitin carboxyl-terminal hydrolase 2 (Homo sapiens), O75604;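 note: potency is the fitted concentration of half-maximal effect; plate controls were DMSO wells for no effect and full inhibition by NEM control for full effect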
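Cell-free coupled assay: 10nM USP2 core preincubated 30min RT with compound in Tris-HCl pH 8.0/CaCl2/CHAPS buffer, then 25nM Ub-CHOP2 and 25nM reporter substrate; fluorescence (Ex 485/Em 531) read after 60min RT, normalized to NEM inhibition, concentration-response curves fitted.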
TSHR antagonist – Antagonists of the Thyroid Stimulating Hormone Receptor: HTS campaign; Thyrotropin receptor (Homo sapiens), P16473; TSHR-expressing cells, TSH-stimulated cAMP HTRF, 2 h; active compounds read low; activity change, negative = inhibition, % at 11.5 µM; 0.2% of 330,000 active;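 active = activity change below a set negative limit, meaning inhibition stronger than a set level, cut at about -70% in these data; inconclusive = activity change between two set negative limits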; note: % is set by controls: 0 for no effect and ±100 for the full control effect
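TSHR-expressing cells, 200/well, pre-treated with compound, then stimulated with EC80 TSH (4nM final) for 2 hours at 37 deg C. cAMP measured by competitive HTRF: anti-cAMP cryptate antibody in lysis buffer plus cAMP-d2, read after 30 minutes at room temperature.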
ELG1 repair inh – qHTS screen for small molecules that inhibit ELG1-dependent DNA repair in human embryonic kidney (HEK293T) cells expressing luciferase-tagged ELG1; HEK293T ELG1-luciferase reporter, luminescence, 16 h; DNA damage induced by 5-fluorouridine; Potency, µM (titrated, usually from 46.1 µM), without a hit: top-dose activity change, negative = inhibition, most hits filed as inhibitors; 2.3% of 330,000 active; AID 504467, 2011; note: potency is the fitted concentration of half-maximal effect; % is set by controls: 0 for no effect and ±100 for the full control effect; nearly all actives have a fitted effect of over 55% in size
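Quantitative HTS, concentration-response format. 2,000 cells/well co-treated with 5-fluorouridine and compound, 16 hr in 5% CO2 at 37 °C; ONE-Glo luminescence read after 30 min.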
Chronic BCR inh – qHTS Assay to Find Inhibitors of Chronic Active B-Cell Receptor Signaling; ABC-DLBCL IkBa-CBG/CBR reporter, luminescence ratio, 4 h; Potency, µM (top dose mostly 46.1 µM), for the others: at the highest dose ratio change, negative = lower green/red ratio, hits mostly inhibitors; 0.05% of 340,000 active; AID 493014, 2011; active = well fitted inhibition curve with a large enough effect in the signal ratio, with a control signal flat, not every such curve was filed as active; inconclusive = small, poorly fitted or top-dose-only effect, or effect the other way, or a change in a side signal; the % refers to the signal ratio;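 note: potency is the fitted concentration of half-maximal effect; plate controls were basal doxycycline-induced cells for no effect and cells given 10 µM MG132 for full effect; MG132 reads +100%, hits lower the ratio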
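Doxycycline induced both beetle luciferases in TMD8 lymphoma cells; IKK-driven degradation limits the IkappaBalpha-fused green signal, while red luminescence normalises for cell number and nonspecific effects. Compounds tested up to 46 uM, 4 hrs.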
Active calls of the source: *; ? = inconclusive; . = not tested or not shown; [ ] = dose if it differs, or a comment. Unless noted, calls come from the whole dose curve; as a rule, active = well fitted curve in the direction sought with a large enough effect; inconclusive = small, poorly fitted or top-dose-only effect, or another doubt; inactive = no such curve, though single readings can be large; an effect the other way counts as inactive or inconclusive.

Below each compound – Eya2 phos inh, Mito fusion yeast, TSG101-PTAP inh, TCR act, Tb PFK inh, B2AR arrestin, uPA surface inh, USP2a inh, TSHR antagonist, ELG1 repair inh, Chronic BCR inh
1. O=c1[nH][nH]cc1C=NCc1cccc(C(F)(F)F)c1
→ -29%, 0%, 2%, 11%, -9%, -0.1%, 1%, 5%, 5, 3%, 0%
2. Cc1ccc(N(C(=O)c2ccco2)C(C(=O)NC2CCCC2)c2ccco2)c(C)c1 (configuration not stated)
→ ?, 1%, -1%, 0%, 2%, -1.1%, 2%, -3%, -3, -21%, 2%
3. CCOc1ccc2[nH]cc(C(=O)NCCc3ccccc3)c(=O)c2c1
→ 11%, 4%, 0%, -5%, -5%, -1.2%, -19%, -1%, 0, ?, -2%
4. Cc1ccccc1OCCn1cc(C=O)c2ccccc21
→ -4%, 0%, 0%, ., 1%, 0.1%, -6%, -1%, -17, -17%, -5%
5. COc1ccc(S(=O)(=O)N2CCN(C(=O)COc3ccc4c(C)cc(=O)oc4c3)CC2)cc1
→ 11%, -6%, -5%, 3%, -2%, -3.9%, -3%, 5%, 7, ?, ?
6. Cc1nnc2n(Cc3ccccc3)c(=O)c3c4c(sc3n12)COC(C)(C)C4
→ 8%, -4%, 0%, 4%, -6%, 0.4%, -2%, 3%, 3, -29%, 2%
7. O=C(NCc1ccccc1F)c1ccncc1
→ 2%, 1%, 0%, -2%, 0%, 0.2%, 2%, 3%, 5, 1%, 0%
8. Cc1sc(-c2ccccn2)nc1OC(=O)c1ccc(Cl)cc1
→ 4%, 11%, -4%, 2%, -5%, -0.9%, -2%, -2%, -10, ?, -13%
9. COc1ccc(-n2c(N)c(C(=O)NCC3CCCO3)sc2=S)cc1 (configuration not stated)
→ 1%, 0%, -12%, 0%, -10%, 0.1%, ., -1%, -5, 11%, 1%
10. COc1ccc(C(=O)Nc2cc3c4c(c2)C(C)C(=O)N4CCC3)cc1 (configuration not stated)
→ -6%, -8%, 2%, -3%, 0%, 0.3%, ?, -2%, -8, ?, ?
11. CC(Cc1ccccc1)NC(=O)C1CCCNC1=O (configuration not stated)
→ -3%, -2%, -1%, ., 0%, 0.5%, 5%, 2%, 7, -3%, -18%
12. CCC(C(=O)NCc1ccco1)N(C(=O)CNS(=O)(=O)c1ccccc1)c1ccc(OC)cc1 (configuration not stated)
→ -8%, -5%, 0%, 0%, -2%, -0.7%, ., -1%, 4, ?, ?
13. ON=Cc1cccn1-c1ccccc1
→ -8%, 2%, -5%, 4%, 0%, 0.4%, -8%, -1%, -3, -10%, 8%
14. CCCCCn1c(=O)[nH]c2cc(C(=O)NCCN3CCC(C)CC3)ccc2c1=O
→ -3%, 2%, -2%, -5%, 4%, 0.0%, -1%, 4%, 6, 26%, 0%
15. COc1cccc(CNC(=O)C(C)n2ccc3cc(S(=O)(=O)N4CCCC4)ccc32)c1 (configuration not stated)
→ 1%, 3%, -5%, 3%, 2%, 0.5%, 0%, 1%, 17, -2%, -4%
16. Nn1c(-c2ccc(O)cc2)nnc1-c1ccc(O)cc1
→ 3%, -1%, -3%, 10%, 1%, -1.1%, 0%, 10%, -3, 1%, ?
17. CCOc1ccc2[nH]c(=O)c(CN(Cc3nnnn3Cc3ccco3)C3CCCCC3)cc2c1
→ -1%, 1%, 2%, 2%, -12%, 0.0%, -6%, ?, 2, 10µM*, 4%
18. CCn1c(=S)[nH]c2c(c1=O)C(C)(C)Cc1ccccc1-2
→ 4%, -5%, -2%, -38%, 8%, 2.5%, -11%, 3%, -8, 5%, 2%
19. COc1cccc(NC(=O)NNC(=O)COc2ccc3ccccc3c2)c1
→ 11%, 2%, -2%, 4%, 2%, -0.7%, 4%, 0%, 3, -4%, 3%
20. Cn1cccc1Cc1nnc(SCC(=O)Nc2nc3ccccc3s2)n1CCc1ccccc1
→ -12%, -1%, -4%, -7%, 2%, -0.3%, ., 1%, -8, -15%, 24%
21. O=C(NCc1cccs1)C1CC(c2ccc(Cl)cc2)=NO1 (configuration not stated)
→ -5%, 8%, 3%, 2%, -6%, -0.9%, -15%, -1%, -5, ?, ?
22. COc1ccc(NC(=O)CN2CCN(CC(=O)Nc3ccc4c(c3)OCO4)CC2)cc1
→ -5%, 2%, 0%, -9%, -5%, 0.1%, 3%, -2%, 12, 0%, 2%
23. Cn1ncc(Br)c1C(=O)NC1C2CC3CC(C2)CC1C3 (configuration not stated)
→ -8%, 1%, 1%, 0%[46.1 µM], -1%, -0.8%, 7%, 2%, 6, ?, -7%
24. CN1c2ccsc2C(=O)/C(=C\Nc2cccc(C(F)(F)F)c2)S1(=O)=O
→ -18%, -4%, -2%, -7%, 1%, -0.4%, 2%, -8%, -7, 9%, -1%
25. CC(C)NC(=O)C(c1ccc(F)cc1)N(C(=O)CCC(=O)Nc1ccccn1)c1ccccc1F (configuration not stated)
→ 3%, -1%, 0%, -5%, -1%, 0.5%, -5%, 3%, 3, -12%, 5%
26. COCCNC(=S)N1CCN(c2nc(-c3ccc(Cl)cc3)cs2)CC1
→ 1%, 3%, 0%, -2%, 2%, -0.8%, 3%, 1%, -8, -21%, 18%
27. CN(Cc1ccccc1)C(=O)c1ccc2c(c1)NC(=O)C(N1CCOCC1)S2 (configuration not stated)
→ -1%, 0%, -7%, -2%, -2%, 0.0%, -5%, 3%, -13, ?, 0%
28. COCCNC(=O)CSc1nc2sccc2c(=O)n1-c1ccccc1
→ 4%, -6%, -4%, 4%, -1%, 0.4%, -1%, -1%, -3, 0%, -1%
29. Cc1ccc(-c2cc(=O)c3cc(C)ccc3[nH]2)cc1
→ -14%, 9%, 0%, 11%, 1%, -0.1%, 1.1µM*, -5%, -12, ?, ?
30. Cc1ccc(S(=O)(=O)Cn2nnnc2C(CC(C)C)N2CCC(C(N)=O)CC2)cc1 (configuration not stated)
→ -7%, 1%, -1%, -2%, -2%, -0.1%, 3%, 2%, -4, 2%, -8%
31. Cc1ccccc1NC(=O)Cn1nnc(S(=O)(=O)c2ccc(C(C)(C)C)cc2)c1N
→ -1%, -5%, -11%, 6%, 0%, -0.4%, 9%, 0%, 9, 3%, 0%
32. Clc1cc(Cl)c(OCc2nc(-c3ccccn3)no2)cc1Cl
→ -7%, 0%, -5%, ., -18%, -0.3%, 0%, 1%, -46, ?, -3%
33. COc1ccccc1C1/C(=C(/O)c2ccccc2)C(=O)C(=O)N1CC(C)C (configuration not stated)
→ 1%, 2%, -6%, -36%, -4%, -0.9%, 0%, 2%, -7, 1%, ?
34. COc1ccc(Cl)cc1NC(=O)CCCN1C(=O)CCC1=O
→ 12%, -1%, ., ., -2%, 0.4%, 0%, 2%, 5, 3%, -19%
35. CCC1CCCCN1C(=O)CCc1nnc(Cc2cc(OC)ccc2OC)o1 (configuration not stated)
→ 2%, 1%, -6%, 2%, -6%, 11%, 4%, -1%, 5, ?, ?
36. CCOC(=O)Cc1csc(NC(=O)c2ccc(Br)s2)n1
→ 7%, -16%, ., ., 1%, 0.1%, ., 0%, 13, 8%, -1%
37. NNC(=O)CNc1ccccc1Cl
→ 9%, -7%, 0%, -14%, -7%, 0.2%, 0%, 0%, -1, -3%, 4%
